High-throughput results as filed in PubChem.
Vif-A3F inh – qHTS for Inhibitors of Vif-A3F Interactions: qHTS | HeLa A3F-eYFP + Vif (tagged APOBEC3F with the HIV-1 protein that degrades it), YFP fluorescence increase | Potency, µM (doses to about 46.1 µM), for inactives: at the top dose activity, negative = active | hit rate 0.2% among 390,000 | AID 602313, 2012; note: % of control where 0% means no effect; nearly all actives have a fitted effect of over 65% in size
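HeLa cells stably expressing Vif plus C-terminally eYFP-tagged A3F were seeded, incubated overnight at 37 deg C, dosed with compound, incubated overnight again at 37 deg C. Yellow fluorescence (Ex 488/Em 500-530) reported blocked Vif-mediated A3F-eYFP degradation.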
RGS4 inh – Inhibitors of Regulator of G Protein Signaling (RGS) 4: qHTS. Transcreener GDP fluorescence polarization, RGS4-accelerated GTP hydrolysis. Regulator of G-protein signaling 4 (Homo sapiens), P49798. AID 504845, 2011. hit rate 0.039% among 390,000. Potency, µM (highest dose often 114 µM), for the others: at the highest dose activity change, negative = inhibition, usual class: inhibitors; note: % is set by controls: 0 for no effect and ±100 for the full control effect; nearly all actives have a fitted effect of over 75% in size; some results filed as inactive show a strong effect at the top dose
Target sequence (P49798 whole entry, looked up): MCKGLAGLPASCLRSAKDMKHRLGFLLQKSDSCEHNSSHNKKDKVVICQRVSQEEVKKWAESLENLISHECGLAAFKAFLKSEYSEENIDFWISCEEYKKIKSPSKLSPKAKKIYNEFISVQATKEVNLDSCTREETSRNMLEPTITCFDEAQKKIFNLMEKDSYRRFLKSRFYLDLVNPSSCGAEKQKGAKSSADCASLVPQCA
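MLSMR compounds (23 nl, pin-transferred) preincubated 10 min at room temperature with a 500nM (2x) first reagent, then RGS4 at 900nM (2x) plus Transcreener GDP mix added; fluorescence polarization (620/688 nm) read before and after 90 min at 30 °C.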
RXFP1 ag – qHTS Assay for Agonists of the Relaxin Receptor RXFP1 | Relaxin receptor 1 (Homo sapiens), Q9HBX9 | HEK293T-RXFP1 cAMP TR-FRET, 30 min; response scale: percent of porcine relaxin response, buffer zero | Potency, µM (titrated, usually from 57.5 µM), for inactives: top-dose activation, actives largely listed as activators | hit rate 0.3% among 370,000; note: % is set by controls: 0 for no effect and ±100 for the full control effect; nearly all actives have a fitted effect of over 60% in size; many of its hits are not listed in these tables
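HEK293 cells stably expressing RXFP1, treated 30 min at 37C with compounds plus PDE4 inhibitor Ro 20174; cAMP measured by HTRF TR-FRET. Normalized to buffer and 29 nM porcine relaxin; EC50 by Hill fit.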
USP1-UAF1 inh – Inhibitors of USP1/UAF1: Primary Screen. Ubiquitin carboxyl-terminal hydrolase 1 (Homo sapiens), O94782. recombinant USP1/UAF1, Ub-Rhodamine cleavage fluorescence. Potency, µM (series often up to 57.1 µM), without a hit: top-dose activity change, negative = inhibition, usual class: inhibitors. hit rate 0.23% among 390,000. AID 743255, 2014; note: % is set by controls: 0 for no effect and ±100 for the full control effect; nearly all actives have a fitted effect of over 60% in size; inactives centre near -12
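High-throughput fluorogenic screen: 1nM USP1/UAF1 complex, Ub-Rho substrate 150nM final, 50mM HEPES pH 7.8 with 0.5mM EDTA, 0.1 mg/ml BSA, 1mM TCEP and 0.01% Tween-20.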
TrxR1 substrate – qHTS Assay for Substrates of Mammalian Selenoprotein Thioredoxin Reductase 1 (TrxR1): qHTS | Thioredoxin reductase 1, cytoplasmic (Rattus norvegicus), O89049 | purified TrxR1 substrate turnover, NADPH consumption readout | Potency, µM (doses to about 114 µM), inactives show at the top dose activity change, negative = substrate turnover | hit rate 0.01% among 390,000 | AID 588456, 2011; note: % is set by controls: 0 for no effect and ±100 for the full control effect; nearly all actives have a fitted effect of over 50% in size
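Rat TrxR1, dispensed at 90 nM, was prereduced with 400 uM NADPH (final) for 5 min at ~22 deg C, then incubated with compound 15 min before 400 uM selenite. A first-read NADPH fluorescence drop versus no-compound background flagged substrates.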
12-LOX inh – Primary qHTS assay for inhibitors of human arachidonate 12S-lipoxygenase (ALOX12): Round 2; purified 12hLO, xylenol orange hydroperoxide absorbance; Potency, µM (doses to about 108 µM), for inactives: at the top dose activity change, negative = inhibition, usual class: inhibitors; hit rate 1.1% among 580,000; AID 1671190, 2021; note: % is set by controls: 0 for no effect and ±100 for the full control effect
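Purified human 12hLO (150 nM final) in 25 mM Hepes, 0.01% Triton X-100, pH 7.0 was preincubated 15 min at room temperature with compound. Then 40 uM arachidonic acid was added, 30 min. Hydroperoxide was read by Fe-XO absorbance ratio 573/405 nm.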
mIDH1 inhibitor – qHTS for Inhibitors of mutant isocitrate dehydrogenase 1 (IDH1): qHTS | IDH1-R132H enzyme, NADPH consumption, diaphorase/resazurin fluorescence | Potency, µM (doses to about 76.6 µM), for inactives: top-dose activity change, negative = inhibition, most hits filed as inhibitors | hit rate 0.093% among 390,000 | Isocitrate dehydrogenase [NADP] cytoplasmic (Homo sapiens), O75874 | AID 602179, 2012; note: % is set by controls: 0 for no effect and ±100 for the full control effect; nearly all actives have a fitted effect of over 65% in size
Target sequence (O75874 whole entry R132H, stated change not applied): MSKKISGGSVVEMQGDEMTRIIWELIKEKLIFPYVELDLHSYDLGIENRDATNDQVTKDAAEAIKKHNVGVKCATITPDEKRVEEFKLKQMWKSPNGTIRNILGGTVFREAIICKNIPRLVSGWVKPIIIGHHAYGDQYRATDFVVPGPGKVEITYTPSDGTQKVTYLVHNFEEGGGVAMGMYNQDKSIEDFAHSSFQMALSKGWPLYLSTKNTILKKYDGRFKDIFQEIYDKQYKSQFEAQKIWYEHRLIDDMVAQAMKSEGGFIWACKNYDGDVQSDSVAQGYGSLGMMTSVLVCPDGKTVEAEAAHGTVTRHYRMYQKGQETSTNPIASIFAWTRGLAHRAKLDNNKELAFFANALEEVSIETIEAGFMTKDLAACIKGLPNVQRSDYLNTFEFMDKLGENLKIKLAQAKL
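IDH1-R132H (0.5 ug/mL dispensed) in pH 7.5 Tris buffer was preincubated 30 min with compound, then given a substrate mix of 0.016 mM NADPH and 2 mM alpha-KG for 80 min at room temperature; remaining NADPH was read by diaphorase/resazurin fluorescence.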
Vif-A3G inh – qHTS for Inhibitors of Vif-A3G Interactions: qHTS; hit rate 0.076% among 410,000; HeLa A3G-eYFP + Vif (tagged APOBEC3G with the HIV-1 protein that degrades it), YFP fluorescence, overnight; Potency, µM (series often up to 46.1 µM), for the others: top-dose activity, negative = active, usual class: inhibitors; DNA dC->dU-editing enzyme APOBEC-3G (Homo sapiens), Q9HC16;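 note: % is set by controls: 0 for no effect and ±100 for the full control effect; nearly all actives have a fitted effect of over 60% in size; hits raise eYFP signal because A3G escapes Vif-driven loss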
Target sequence (Q9HC16 whole entry, looked up): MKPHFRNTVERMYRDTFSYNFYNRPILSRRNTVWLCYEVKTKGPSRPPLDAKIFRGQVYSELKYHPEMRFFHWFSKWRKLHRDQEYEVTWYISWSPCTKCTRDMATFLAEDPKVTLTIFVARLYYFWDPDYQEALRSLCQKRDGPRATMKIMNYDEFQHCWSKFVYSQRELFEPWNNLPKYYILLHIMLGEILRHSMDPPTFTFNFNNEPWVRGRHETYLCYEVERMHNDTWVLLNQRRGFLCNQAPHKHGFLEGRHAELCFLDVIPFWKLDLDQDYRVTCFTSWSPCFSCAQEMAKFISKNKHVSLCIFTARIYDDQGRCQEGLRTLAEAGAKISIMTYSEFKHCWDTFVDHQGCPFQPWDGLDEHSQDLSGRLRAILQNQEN
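Read-out is eYFP fluorescence (Ex 488/Em 500-530) from Vif-expressing HeLa A3G-eYFP cells; more signal means A3G escaped Vif-mediated degradation. Cells plated overnight, compound pinned in, incubated overnight at 37 deg C.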
TrxR1 inh – qHTS Assay for Inhibitors of Mammalian Selenoprotein Thioredoxin Reductase 1 (TrxR1): qHTS | hit rate 1% among 390,000 | AID 588453, 2011 | Potency, µM (doses to about 114 µM), for the others: at the top dose activity change, negative = inhibition, usual class: inhibitors | Thioredoxin reductase 1, cytoplasmic (Rattus norvegicus), O89049 | recombinant rTrxR1, NADPH fluorescence consumption, selenite substrate; note: % is set by controls: 0 for no effect and ±100 for the full control effect; nearly all actives have a fitted effect of over 65% in size
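Rat TrxR1 (90 nM in the dispensed reagent) was pre-reduced with 400 uM NADPH for 5 min at room temperature, then incubated with compound for 15 min. After 400 uM selenite was added, NADPH fluorescence (Ex 340/Em 450 nm) was followed for 8 min.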
* = called active by the depositor; i = inactive; ? = inconclusive; . = no result given; & = joins results of further samples; [ ] = another dose, or the depositor's remark. Calls come from the whole dose curve; as a rule, active = well fitted curve in the direction sought with a large enough effect; inconclusive = small, poorly fitted or top-dose-only effect, or another doubt; inactive = no such curve, though single readings can be large; an effect the other way counts as inactive or inconclusive. Potency is the fitted concentration of half-maximal effect.

Below each SMILES – Vif-A3F inh | mIDH1 inhibitor | USP1-UAF1 inh | TrxR1 inh | 12-LOX inh | Vif-A3G inh | RXFP1 ag | TrxR1 substrate | RGS4 inh
Cc1cc(=O)oc2cc(OCC(=O)N3CCC(O)CC3)c(Cl)cc12
    6% | 9% | -15% | -2% | -21%&-17% | 5% | 3.1% | 14% | -12%
COc1ccccc1OCCNC(=O)/C=C/c1ccc([N+](=O)[O-])cc1
    3% | 5% | -8% | -16% | -3% | 1% | -1.3% | -10% | -39%
CCOC(=O)C1=C(CSCc2ccccc2)NC(=O)NC1c1cc(C)ccc1C (stereo not given)
    -1% | 3% | -22% | 7% | ? | -4% | 1.2% | 0% | 16%
CCCC(=O)N(CCN1CCOCC1)c1nc2c(OCC)cccc2s1
    1% | -6% | -21% | -4% | . | 2% | -3.6% | -8% | 1%
O=C(CCCSc1nc2sc3c(c2c(=O)[nH]1)CCC3)NCCCO
    -1% | 1% | -7% | 6% | 3%[57.4 µM] | -1% | 0.9% | 9% | -7%
O=C(CNS(=O)(=O)c1ccc2ccccc2c1)NCCc1ccccn1
    6% | 2% | -5% | 11%[57.1 µM] | 14% | 1% | -1.2% | -9% | 2%
COc1cc(Cl)c(C)cc1Nc1nnc(-n2nc(C)cc2C)c2ccccc12
    . | . | 11% | -3%[57.1 µM] | -4% | . | 26% | 0%[57.1 µM] | -5%
O=C(COC(=O)c1ccc([N+](=O)[O-])o1)c1ccccc1
    -3% | -5% | -16% | ? | 13% | 0% | 0.5% | -9% | 26%
COC(=O)[C@@H]1CCCN1Cc1c(C(=O)N2CCCCC2)nc2c(C)cccn12
    6% | 3% | -10% | 3%[57.1 µM] | -4% | 0% | 1.6% | -1%[57.1 µM] | 4%
COc1cccc(/C=N/NC(=O)c2ccoc2C)c1
    6% | 4% | -24% | 2% | 15% | 4% | -2.8% | -3% | -14%
COC(=O)c1oc2ccc(Br)cc2c1NC(=O)CCCN1C(=O)c2ccccc2C1=O
    -12% | -11% | -1% | 8%[57.1 µM] | 8% | 1% | 11% | 4%[57.1 µM] | 0%
Cc1cc(C(F)(F)F)nc(NCc2ccc(F)cc2)n1
    5% | 5% | -11% | 17%[57.1 µM] | -10% | -8% | 0.4% | -11% | 5%[11.4 µM]
CCn1c(=O)c(C(=O)CN2CCN(S(=O)(=O)c3ccc(C)cc3C)CC2)c(N)n(Cc2ccccc2)c1=O
    1% | 4% | -18% | 10% | ? | 0% | 1.3% | -5% | -26%
CCOC(=O)c1ccc(NC(=O)c2cnc3c(-c4ccc(F)cc4)c(C)nn3c2C)cc1
    0% | -18% | ? | 4%[57.1 µM] | -45% | 3% | 1.9% | -3%[57.1 µM] | 0%
Cc1c(CC(=O)N2CCC(O)CC2)c(=O)oc2cc3c(cc12)CCC1(CCCCC1)O3
    -5% | -5% | 5% | . | 0% | 1% | . | . | .
Cc1cc(C)c(OC2(c3ccccc3)OC(=O)c3ccccc32)c(C)c1 (stereo not given)
    -1% | 4% | -7% | 4% | -1% | 1% | 0.9% | -1% | -10%
CCC(Sc1nc2ncccc2[nH]1)C(=O)N1CCOCC1 (stereo not given)
    5% | -1% | -21% | 13%[57.1 µM] | 30% | 7% | 3.7% | 10%[57.1 µM] | -5%
COc1ccccc1CNC(=O)c1ccc(Cl)c(NC2=NC3CS(=O)(=O)CC3S2)c1 (stereo not given)
    0% | -6% | -8% | 10%[57.1 µM] | 22% | 2% | 4.8% | -5%[57.1 µM] | 22%
Cc1cccc(N2CCN(c3ccc(C(N)=O)cc3[N+](=O)[O-])CC2)c1C
    0% | 3% | -6% | 16% | 0% | 1% | 1.4% | 3% | -3%
COc1ccccc1C(=O)COC(=O)Cc1n[nH]c(=O)c2ccccc12
    1% | 2% | -14% | 15% | 2% | 0% | 1.0% | 3% | -13%
CCc1ccc(NC(=O)C2=CC=CN3CCS(=O)(=O)N=C23)cc1
    1% | 10% | -11% | ? | -11% | -6% | -0.8% | -4% | -9%
O=C(c1cccnc1)N1CCN(Cc2ccc3c(c2)OCO3)CC1
    . | 6% | -8% | 3% | ? | 0% | -1.8% | -4% | -45%
O=C(CSc1nccc(=O)[nH]1)NC1CCCC1
    -7% | 14% | -23% | 27% | 18% | -3% | 0.6% | 11% | -10%
O=C(O)CN1CCN(Cc2ccc(F)cc2)C1=O
    1% | -7% | -19% | -6% | 20% | 2% | 0.0% | -1% | 14%
CCC1=[N+](CC(=O)c2ccc(Br)cc2)CCn2c(C)ccc21
    2% | -15% | -16% | -28% | ? | 2% | 3.3% | -7% | -10%
COc1ccc(N2C(=O)C3C4C=CC(C4)C3C2=O)c(OC)c1 (stereo not given)
    1% | 2% | -9% | -1% | -8% | 3% | 0.2% | 2% | 7%
CCOc1ccc(N(CC(=O)N/N=C/c2ccc(OC(C)C)cc2)S(C)(=O)=O)cc1
    -14% | 0% | -22% | 0% | ? | -3% | 0.2% | -8% | -25%
O=C(c1cccc(S(=O)(=O)N2CCCC2)c1)N1CCN(c2ncccn2)CC1
    -25% | 2% | -16% | 12% | -15% | -4% | 3.1% | 16%[57.1 µM] | -9%
CSCCC(NS(=O)(=O)c1ccccc1F)C(=O)NCc1cccnc1 (stereo not given)
    -1% | 11% | -12% | 13% | 7% | 0% | 0.2% | 6% | 7%
O=C(CSc1nnc(-c2cccnc2)s1)Nc1ccccc1
    1% | 0% | -9% | 19% | -3% | 1% | 17% | 6% | -6%
CCn1c(COc2ccc(=O)n(-c3ccccc3)n2)nnc1SC
    0% | -2% | -8% | 21%[57.1 µM] | -5% | 0% | 1.8% | 7%[57.1 µM] | -1%
COc1cc(/C=C/C(=O)OCC(=O)Nc2cc(C)on2)ccc1OCC#N
    3% | 10% | -18% | 32%[57.1 µM] | -21% | -1% | -0.1% | 14%[57.1 µM] | -21%
COc1ccc(CN(C)C(=O)CC(c2ccccc2)c2ccccc2)cc1
    -2% | 4% | -15% | 3%[57.1 µM] | -10% | -1% | -1.2% | -2%[57.1 µM] | 7%
O=C(c1ccc(F)cc1)N1CCN(S(=O)(=O)c2ccc(Br)cc2)CC1
    -4% | -2% | -15% | 9% | -20% | -3% | -0.4% | 3% | 16%
O=C(O)c1cc(-c2cccs2)[nH]n1
    -2% | 8% | -22% | 5% | 6% | 0% | 1.5% | -2% | -14%
FC(F)(F)c1nnc2c(Sc3ccc(Cl)cc3)nc3ccccc3n12
    5% | 3% | -21% | 8% | -19% | -1% | 3.2% | 19% | -32%
NC(=O)c1ccccc1NC(=S)NC(=O)CCc1ccccc1
    -10% | -1% | -9% | -31% | ? | ? | 0.4% | -14% | ?
O=C(CCc1ccc(O)c(O)c1)NNC(=S)Nc1ccc(Br)cc1Cl
    -1% | 2% | -12% | -18%[57.1 µM] | ? | 0% | 0.8% | 4%[57.1 µM] | -25%
c1ccc2c(NC3CCCC3)nnc(NC3CCCC3)c2c1
    -3% | -4% | -9% | ? | -23% | -1% | 0.6% | 12% | -16%
Cc1cccc(Nc2nnc(SCC(=O)N(C)C3CCS(=O)(=O)C3)s2)c1C (stereo not given)
    2% | 6% | -10% | 1% | 3% | 0% | 1.2% | -2% | -11%
Cc1cc(C)cc(NC(=O)CSc2ccc(-c3ccccn3)nn2)c1
    -27% | 0% | -13% | 3% | i | -8% | 19% | 0% | -10%
Cc1cc(C)cc(NC(=O)N2CCCC2C(=O)Nc2ccc(-n3cnnn3)c(C)c2)c1 (stereo not given)
    3% | 8% | -20% | 10% | 0% | 0% | 2.5% | 4% | -20%
CC(=O)OCC(=O)[C@@]1(O)[C@H](C)C[C@H]2[C@@H]3CCC4=CC(=O)C=C[C@]4(C)[C@@]3(F)[C@@H](O)C[C@@]21C
    -4% | -3% | 7% | -3% | -1% | -2% | 1.2% | -7% | 1%
O=C(NCCN1C(=O)C2C3C=CC(C3)C2C1=O)Nc1ccccc1 (stereo not given)
    3% | -12% | -10% | 7% | 456%[activator] | 0% | 0.3% | -2% | 12%
COc1ccc(CCC(=O)NC2CC(=O)N(c3ccc(C)cc3)C2)cc1 (stereo not given)
    -12% | 5% | ? | 17%[57.1 µM] | -24% | 5% | -0.2% | 1%[57.1 µM] | 7%
CN(C)S(=O)(=O)Nc1cc(F)cc(F)c1
    7% | 9% | -10% | 27%[57.1 µM] | 10% | 2% | 0.8% | 11%[57.1 µM] | -1%

Not all compounds are listed; rates above refer to the full screens.
